SIAH1 antagonists = blockers of Siah-1 interaction with plectin peptide – biochemical, fluorescence polarization, rhodamine-plectin, uHTS, primary screen (AID 1817). Siah-1 / rhodamine-plectin peptide fluorescence polarization; higher % means a stronger effect. displacement, % at 20 µM; hits with a dose series show IC50 in µM. actives 0.02% (n = 290,000);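 active = displacement of at least 50% at 20 µM, with a fluorescence ratio check between 0.3 and a set limit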;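 note: plate controls were Siah plus tracer with DMSO for no effect and tracer alone without Siah for full effect; strong numbers were not always called active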
Lipid droplet = modulators of hepatic lipid droplet formation. inhibition, % at 6.5 µM. actives 0.4% (n = 240,000). AML12 mouse hepatocytes, oleate lipid droplets, BODIPY imaging;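 active = lipid droplet intensity inhibited by at least 50%, with more than 500 cells counted; inconclusive = wells with under 300 cells, treated as cytotoxic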
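Assay system: AML12 hepatocytes (mouse); Probe or stimulus: oleic acid at 100 µM to induce lipid droplet formation; Dosing: compound at 6.5 µM only; Schedule: compound with oleate, overnight; Detection: fluorescence imaging, 20x objective, two fields per well; Measure: % inhibition of lipid droplet signal.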
HIV peptide binding = cell-free HIV fusion peptide-binding blockers – biochemical, uHTS, fluorescence dequenching, primary screen (AID 1986). actives 0.3% (n = 290,000). cell-free peptide binding, fluorescence dequenching, 30 min; higher % means a stronger effect. one-dose inhibition, % at 20 µM; IC50 in µM for titrated hits; in the data active = inhibition mostly above about 52%, no sharp cut-off; inactive = mostly below about 76%; note: some results filed as inactive read as strong as hits
NOD2 inhibition = NOD2 signaling inhibitors, cell-based, luminescence, uHTS, HEK293 (AID 1566); HEK293 NOD2/NF-kB luciferase reporter, luminescence; higher % means a stronger effect; inhibition, % at 4 µM, or EC50 in µM where a hit was titrated; actives 0.63% (n = 290,000); note: many of its hits are not listed in these tables
XIAP antagonists = XIAP antagonists, biochemical, IAP family, fluorescence polarization (AID 1018) | XIAP BIR domain, fluorescence polarization peptide displacement; higher % means a stronger effect | one-dose displacement, % at 20 µM; IC50 in µM for titrated hits | actives 0.007% (n = 200,000); in the data active = displacement above about 50%; note: a part of the inactive calls stands beside numbers as strong as those of hits
AID2073 = inhibitors of Mint1-CaV2.2 protein interaction, biochemical, HTRF (AID 2073); HTRF protein-protein interaction, Mint1-CaV2.2; higher % means a stronger effect; actives 0.19% (n = 290,000); one-dose inhibition, % at 20 µM; IC50 in µM for titrated hits; in the data active = inhibition mostly above about 51%, no sharp cut-off; inconclusive = no clear call, values can overlap the other calls; inactive = mostly below about 53%; note: some results filed as inactive read as strong as hits
Myeloid diff 2 = compounds promoting myeloid differentiation | calls only at 10 µM | ER-HoxA9 myeloid progenitors, lysozyme-GFP differentiation, flow cytometry | actives 1% (n = 360,000) | AID 624256;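 active = normalized GFP-positive differentiation at or above the plate's own cutoff, the solvent-only control mean plus 3 SD; inconclusive = no clear call, values can overlap the other calls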;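 note: cells exposed to compound for four days before flow analysis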
LYP inhibition = PTPN22 lymphoid phosphatase activity blockers – biochemical, fluorescence intensity, uHTS (AID 1779) | recombinant LYP phosphatase, fluorescence intensity; higher % means a stronger effect | one-dose inhibition, % at 11.5 µM; IC50 in µM for titrated hits | actives 0.054% (n = 290,000);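 note: plate controls were vehicle with enzyme for no effect and no enzyme for full effect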
Dengue-2 NS5 capping = Dengue-2 NS5 methyltransferase inhibitors, primary screen, biochemical, confirmation dose response (AID 588689) | one-dose inhibition, % at 25 µM; IC50 in µM for titrated hits | actives 0.3% (n = 340,000) | Dengue-2 NS5 methyltransferase capping enzyme assay, biochemical; higher % means a stronger effect; in the data active = a potency from the dose series; inconclusive = inhibition above about 29% without an active follow-up result
Lipid droplet cells 6.5 µM = second read-out of Lipid droplet, no call of its own (marks repeat the call); cell count; measured here: cell count, cytotoxicity flag;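 cells counted across two imaged fields per well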
Dengue-2 NS5 capping pilot replicate = also measured in Dengue-2 NS5 capping; calls as there; inhibition, %; measured here: pilot screen replicate inhibition
Myeloid diff 2 GFP+ MAC1+ % = also measured in Myeloid diff 2; calls as there; GFP+ MAC1+ double positive, %; measured here: differentiation confirmed by MAC1 staining
* hit, by the source's call; i = inactive; ? = inconclusive; / = no result given; + = active, no number. Cut-off read from the data, not from the text of the source, unless noted: active = inhibition above about 50%; inactive = the rest. Not all compounds are listed. The share of hits here may be higher or lower than overall.

A first look (6 entries):
SMILES	SIAH1 antagonists	Lipid droplet	Lipid droplet cells 6.5 µM	HIV peptide binding	NOD2 inhibition	XIAP antagonists	AID2073	Myeloid diff 2	Myeloid diff 2 GFP+ MAC1+ %	LYP inhibition	Dengue-2 NS5 capping	others
CCOC(=O)Cn1cnc2c(nnn2-c2ccc(F)cc2)c1=O	-4%	4	793	0.0%	1%	/	9%	i	2.9	-8%	-2%
O=C(Nc1nc(-c2ccccc2)c(-c2ccccc2)o1)c1ccc(F)cc1	-6%	/	/	5.8%	27%	-7.0%	12%	i	0.2	1%	-2%
CCc1nc(C)cn1S(=O)(=O)c1cc(Br)c(C)cc1OC	2%	-3	600	1.3%	1%	-2.1%	-5%	i	1.0	2%	-6%
O=S(=O)(Nc1nc2ccccc2nc1NCC1CCCO1)c1cccs1 (centres undefined)	4%	/	/	14%	8%	-2.6%	3%	i	0.5	-8%	2%
O=C(NCc1ccco1)c1cc2cc(Br)ccc2o1	-1%	-28	790	2.1%	-20%	/	-22%	i	0.3	-5%	6%
COc1ccc2cc(C(=O)NCc3ccccc3)[nH]c2c1	4%	-10	790	2.3%	-6%	/	16%	i	0.7	1%	-1%

All compounds of this part, repeating the preview:
SMILES	SIAH1 antagonists	Lipid droplet	Lipid droplet cells 6.5 µM	HIV peptide binding	NOD2 inhibition	XIAP antagonists	AID2073	Myeloid diff 2	Myeloid diff 2 GFP+ MAC1+ %	LYP inhibition	Dengue-2 NS5 capping	others
CCOC(=O)Cn1cnc2c(nnn2-c2ccc(F)cc2)c1=O	-4%	4	793	0.0%	1%	/	9%	i	2.9	-8%	-2%
O=C(Nc1nc(-c2ccccc2)c(-c2ccccc2)o1)c1ccc(F)cc1	-6%	/	/	5.8%	27%	-7.0%	12%	i	0.2	1%	-2%
CCc1nc(C)cn1S(=O)(=O)c1cc(Br)c(C)cc1OC	2%	-3	600	1.3%	1%	-2.1%	-5%	i	1.0	2%	-6%
O=S(=O)(Nc1nc2ccccc2nc1NCC1CCCO1)c1cccs1 (centres undefined)	4%	/	/	14%	8%	-2.6%	3%	i	0.5	-8%	2%
O=C(NCc1ccco1)c1cc2cc(Br)ccc2o1	-1%	-28	790	2.1%	-20%	/	-22%	i	0.3	-5%	6%
COc1ccc2cc(C(=O)NCc3ccccc3)[nH]c2c1	4%	-10	790	2.3%	-6%	/	16%	i	0.7	1%	-1%
CN(C)c1ccc(/C=C(\NC(=O)c2ccccc2)C(=O)N/N=C/c2ccc(C(=O)O)cc2)cc1	-7%	-3	825	1.4%	3%	/	-1%	i	4.2	-1%	-19%
Cc1[nH][nH]c(=O)c1C(c1ccc(-c2ccc(Cl)c(C(=O)O)c2)o1)c1c(C)[nH][nH]c1=O	2%	4	710	22%	7%	-5.8%	17%	i	0.1	-3%	>100µM*
CCn1c(=NC(=O)CSC(C)=O)sc2cc(OC)ccc21	2%	-8	743	3.5%	11%	-6.4%	21%	i	3.2	-5%	-3%
COc1ccc(N/C=C2\C(=O)CCc3c2oc2cc(Cl)c(O)c(Cl)c32)cc1	1%	17	681	41%	-124%	/	35%	i	0.7	-2%	?
COc1ccc([N+](=O)[O-])c(S(=O)(=O)c2ccccc2)n1	1%	6	712	-1.9%	29%	/	-27%	?	/	5%	/
COc1cc(NC(=S)N2CCN(S(=O)(=O)c3ccccc3)CC2)cc(OC)c1	1%	-6	711	-1.1%	-7%	/	-21%	i	1.1	-9%	-10%
C=CCn1c(CSc2nc3ccccc3s2)nnc1SCC(=O)NCc1cccnc1	6%	-25	662	-0.3%	3%	-18%	-5%	i	1.3	-3%	-9%
N#Cc1ccc(S(=O)(=O)Nc2ccc3ccccc3n2)cc1	4%	1	722	-1.5%	-4%	/	-4%	i	0.7	-1%	-4%
COc1ccccc1-c1nnc2sc(COc3ccc(F)cc3)nn12	3%	/	/	-2.3%	27%	-2.5%	-11%	i	0.5	-3%	2%
O=C(COc1ccccc1)NCC(=O)N1CCCC1	-3%	-6	780	-1.0%	5%	/	8%	i	1.1	-13%	-10%
O=C(NCc1ccco1)C1CCN(c2nc3ccccc3n2Cc2ccccc2F)CC1	-6%	/	/	-1.8%	16%	-10%	1%	i	5.9	-5%	-9%
O=C(c1cc2ccccc2o1)N1CCN(S(=O)(=O)/C=C/c2ccccc2)CC1	-1%	-50	676	-1.5%	3%	0.1%	-1%	i	0.4	0%	-2%
COc1ccccc1CCNC(=O)c1csc2c1CCCC2	6%	-3	642	0.7%	-32%	-5.6%	2%	i	0.5	-8%	-4%
O=C(CN1CCN(Cc2ccccc2F)C1=O)NCC1CCCO1 (centres undefined)	15%	3	743	-1.6%	-5%	/	?	i	0.3	-4%	-12%
C=C(C)c1ccccc1NC(=O)CCN1C(=O)c2ccccc2S1(=O)=O	1%	-5	817	0.1%	7%	/	-3%	i	0.6	-7%	-2%
CC1CCCCC12NC(=O)N(CC(=O)Nc1ccc(S(=O)(=O)N3CCOCC3)cc1)C2=O (centres undefined)	3%	6	795	-0.4%	13%	-21%	-5%	i	2.2	-2%	-4%	Dengue-2 NS5 capping pilot replicate=-4.3
CCCn1nc(NC(=O)C2CCCO2)c2cc3cccc(C)c3nc21 (centres undefined)	-2%	15	735	0.4%	28%	/	2%	i	0.2	-5%	/
Cc1ccc(NC2=NCC(=O)N2Cc2cccs2)cc1C	-4%	-6	648	-1.3%	-18%	-3.6%	-6%	i	0.2	-4%	4%
CCCn1c(N)c(C(=O)CSc2nnc(Cc3ccccc3)o2)c(=O)n(C)c1=O	2%	-4	786	-1.3%	15%	-8.6%	4%	i	0.6	-3%	-9%
C#Cc1ccc([C@@H]2C=C(C(=O)N3CCOCC3)O[C@H](OCC)[C@H]2CCCO)cc1	-4%	-2	691	0.5%	21%	1.6%	-6%	i	0.9	-7%	0%
O=C(CCN1C(=O)C2CCCCC2C1=O)Nc1ccc(F)c(F)c1F (centres undefined)	4%	3	692	-3.0%	2%	-10%	-11%	i	0.7	-7%	-3%
CCN(CC)S(=O)(=O)c1ccc(Cl)c(C(=O)OC)c1	0%	-1	696	0.4%	14%	-1.6%	5%	+	2.7*	-1%	-10%
CCc1c(C)sc(NC(=O)c2ccccc2[N+](=O)[O-])c1C(N)=O	-3%	4	683	1.3%	3%	-22%	-19%	i	0.2	1%	1%
Cc1cccc(/C(N)=N/OC(=O)c2ccoc2C)c1	2%	-7	819	0.5%	-53%	/	8%	i	1.6	-8%	-3%
COc1cc(CCC(=O)OCC(=O)NCc2ccccc2)cc(OC)c1OC	3%	-5	698	0.8%	5%	-4.2%	-9%	i	0.3	-8%	-10%
CCCc1[nH]n(-c2nc3ccccc3s2)c(=O)c1C=NCC1CCCO1 (centres undefined)	1%	/	/	0.9%	-4%	-4.6%	-2%	i	1.2	0%	-1%
O=C(O)c1ccc(/C=N/NC(=O)c2ccc(Br)cc2)cc1	5%	4	620	1.4%	16%	-1.2%	22%	i	0.2	9%	-1%
c1nc(N2CCCC2)c2[nH]cnc2n1	5%	-13	762	2.4%	19%	-4.8%	13%	i	3.6	-4%	1%
OC(CNCCCCNCC(O)C(F)(F)F)C(F)(F)F (centres undefined)	-1%	-9	663	0.8%	-14%	-10%	3%	i	0.4	-6%	-9%
Cc1ccc(C(=O)OCC(=O)N2CC(C)CC(C)C2)cc1S(=O)(=O)N1CCOCC1 (centres undefined)	-4%	-21	794	0.3%	7%	/	-1%	i	0.6	0%	0%
Cc1ccccc1NC(=O)c1c(C)cc(=O)oc1C	9%	-9	679	2.3%	14%	/	5%	i	0.7	-7%	-2%
COC(=O)c1ccc2c(=O)n(CCCN3CCCC3=O)c(=S)[nH]c2c1	-4%	-2	744	-2.0%	0%	-1.0%	-61%	i	5.6	-2%	-1%
CC(C(=O)N1CCN(C2c3ccccc3-c3ccccc32)CC1)N1C(=O)c2ccccc2C1=O (centres undefined)	0%	-15	678	-0.6%	-19%	-5.4%	11%	i	0.6	1%	0%
Cc1ccnc(NS(=O)(=O)c2ccc(NC(=O)c3oc4ccccc4c3C)cc2)n1	2%	7	870	4.2%	-18%	/	13%	i	0.6	-5%	3%
Cc1csc(SCc2nnc(-c3ccccc3Br)o2)n1	0%	/	/	-0.9%	-176%	-4.0%	13%	i	14	-4%	-3%
CN1CCN(CCCNC(=O)c2ccc3c(=O)n(CCc4ccccc4)c(=O)[nH]c3c2)CC1	2%	19	848	-0.9%	3%	/	8%	i	1.3	-3%	-2%
COc1cccc(Oc2ccc(C(F)(F)F)cc2NC(=O)c2cccc(F)c2)c1	-1%	0	669	0.3%	11%	-0.6%	-1%	i	0.5	-4%	-7%
CC(C)(C)NS(=O)(=O)c1ccc(CCC(=O)Nc2ccc3c(c2)OCO3)cc1	-2%	9	778	-1.3%	8%	4.2%	-5%	+	2.9*	-2%	-4%
O=C(CN(c1ccc(Cl)c(C(F)(F)F)c1)S(=O)(=O)c1ccccc1)N1CCOCC1	-2%	/	/	-4.1%	-1%	-3.6%	0%	i	0.3	-6%	-1%
Cc1c(NC(=O)c2cnn3c2NC(c2ccc(Br)cc2)CC3C(F)(F)F)c(=O)n(-c2ccccc2)n1C (centres undefined)	2%	30	742	-0.1%	8%	1.2%	3%	i	1.0	-1%	-2%
Cc1cccc(OC(=O)c2cccnc2)c1C	3%	0	816	1.4%	8%	/	-3%	i	0.3	-14%	-11%
CCc1ccccc1N1CC23C=CC(O2)C(C(=O)OCC(C)C)C3C1=O (centres undefined)	0%	/	/	0.7%	6%	0.1%	-7%	i	1.6	-4%	-2%
O=C(c1ccccc1Cl)N1CCNCC1	-2%	-2	775	-1.5%	7%	-2.3%	-12%	i	0.8	-3%	-4%
Cc1nc(S(=O)(=O)N(C)Cc2ccccc2)c(C#N)c(C)c1Cl	7%	/	/	-2.5%	12%	-0.5%	40%	i	0.0	-10%	-7%
COc1ccc(OC)c(C2Nc3ccccc3NC3=C2C(=O)CC(C)(C)C3)c1 (centres undefined)	2%	-8	810	10%	4%	/	3%	i	0.6	-7%	7%	Dengue-2 NS5 capping pilot replicate=4.2
CC(C)c1ccccc1NC(=O)C1CN(S(=O)(=O)c2ccccc2)CCN1S(=O)(=O)c1ccccc1 (centres undefined)	0%	-13	670	-1.5%	17%	-3.8%	4%	i	0.7	4%	-15%
COc1ccc(OC)c(Nc2nc(-c3sc(C)nc3C)cs2)c1	-1%	/	/	13%	-36%	-1.6%	20%	i	0.2	1%	-5%
O=C(c1ccc(Oc2cc(Cl)cc(Cl)c2)o1)N1CCCCC1	-3%	0	733	-1.4%	-10%	/	1%	i	0.7	-2%	-5%

Assay outcomes (PubChem)
